H37Rv inhibition = M. tuberculosis growth inhibition, HTS (AID 449762); one-dose inhibition, % at 25 µM; IC50 in µM for titrated hits; M. tuberculosis H37Rv growth inhibition, 7H9 media; higher % means a stronger effect; 0.59% of 330,000 active; in the data active means a potency from the dose series; inconclusive means inhibition above about 70% without an active follow-up result;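 further: bacterial growth assessed after seven days of incubation; strong numbers were not always called active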
Salmonella PhoP GFP = PhoP regulon inhibitors, Salmonella typhi PhoP promoter GFP reporter, confirmatory (AID 1850); Salmonella Typhi PhoP-promoter GFP reporter, fluorescence, 4 h; higher % means a stronger effect; one-dose inhibition, % at 50 µM; IC50 in µM for titrated hits; 0.33% of 310,000 active; in the data active means a potency from the dose series; inconclusive means inhibition mostly from about 25% at the one dose, without a potency; inactive means the rest, 99 in 100 with inhibition below about 19%;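 further: 0% = induced wells with vehicle and 100% = uninduced wells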
inhibitors of VEEV = inhibitors of VEEV TC-83 cytopathic effect, confirmation, Vero cells (AID 588727) | Vero cells, VEEV TC-83 cytopathic effect inhibition; higher % means a stronger effect | inhibition, % at 20 µM; hits with a dose series show IC50 in µM | 0.13% of 350,000 active; in the data active means a potency from the dose series; inconclusive means inhibition mostly from about 14% at the one dose, without a potency; inactive means the rest, 99 in 100 with inhibition below about 12%; further: strong numbers were not always called active
H1N1 NS1A inhibition = H1N1 influenza NS1A inhibitors, functional cell based assay (AID 504329); NS1A functional cell-based assay, percent inhibition; higher % means a stronger effect; one-dose inhibition, % at 12.5 µM; IC50 in µM for titrated hits; 0.3% of 340,000 active; in the data active means a potency from the dose series; inconclusive means inhibition above about 27% without an active follow-up result; further: strong numbers were not always called active
tuberculosis growth = growth inhibition of non-replicating M. tuberculosis (AID 488890); Mycobacterium tuberculosis non-replicating, growth inhibition; higher % means a stronger effect; inhibition, % at 25 µM; hits with a dose series show IC50 in µM; 0.39% of 320,000 active; in the data active means a potency from the dose series; inconclusive means inhibition mostly from about 82% at the one dose, without a potency; inactive means the rest, 99 in 100 with inhibition below about 76%;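 further: plate controls were DMSO cells for no effect and high antibiotic wells for full effect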
inhibitors of VEEV 10K pilot screen = also measured in inhibitors of VEEV; calls as there; inhibition, %; measured here: 10K pilot screen inhibition
Starred values were filed as active, the others as inactive; i = inactive; ? = inconclusive; / = no result given.

SMILES | H37Rv inhibition | Salmonella PhoP GFP | inhibitors of VEEV | H1N1 NS1A inhibition | tuberculosis growth | others
CC(NC(=O)OCc1ccccc1)C(=O)Oc1cc2oc(=O)cc(-c3ccccc3)c2cc1Cl (stereo not drawn) | -3% | -1% | 0.7% | 4% | 70%
CCc1ccc(CNC(=O)C2CCN(S(=O)(=O)N3CCCC3)CC2)cc1 | 0% | 5% | 1.1% | 4% | 11%
Cc1ccc(S(=O)(=O)N2CCCC2C(=O)NCc2ccccc2F)cc1 (stereo not drawn) | -10% | -8% | 0.1% | -1% | -1%
CN(CC(=O)Nc1ccccc1F)CC(=O)Nc1ccccc1Br | -3% | 6% | i | 8% | -8%
CCC(C(=O)OCC(=O)NC(=O)c1ccccc1OC)c1ccccc1 (stereo not drawn) | -3% | 14% | 1.4% | -5% | -2%
CNc1cc(N2CCNCC2)ccc1[N+](=O)[O-] | 14% | -2% | 1.2% | -5% | -1%
COc1cc(-c2onc3ccc(Br)cc23)cc(OC)c1OC | 8% | -13% | 9.2% | 8% | 9%
CN(C)/C=C/C1=CC(=O)CC(C)(C)C1 | -6% | -2% | i | 4% | -1% | inhibitors of VEEV 10K pilot screen=0.8
Cc1ccc(S(=O)(=O)N2CCN(C(=O)CCC(=O)N3CCc4ccccc43)CC2)cc1 | -1% | 1% | 0.4% | -5% | 6%
COC(=O)[C@@H](NC(=O)N1CCC(Cc2ccccc2)CC1)C(C)C | 3% | -13% | 0.3% | -6% | ?
O=C(CSCc1c(F)cccc1F)Nc1ccccc1 | 1% | -5% | 0.6% | 3% | 76%
COc1ccc(OC)c(S(=O)(=O)Nc2cc3c(cc2N2CCCC2)n(C)c(=O)c(=O)n3C)c1 | 6% | 5% | 1.6% | 2% | 21%
CC1CCC2(CC1)NC(=O)N(CC(=O)NC(=O)Nc1ccc3c(c1)OCCO3)C2=O (stereo not drawn) | -6% | 6% | 0.3% | -1% | 0%
O=C(COC(=O)c1cc2ccccc2o1)c1ccccc1 | ? | 11% | 0.2% | 2% | /
CCOc1ccc(C(C(=O)NC2CCCC2)N(CCCO)C(=O)c2ccc(-c3ccccc3)[nH]2)cc1 (stereo not drawn) | 2% | -12% | 4.6% | -4% | 71%
Cc1cc(S(=O)(=O)Nc2ccc3c(c2)COC3=O)ccc1F | -4% | 4% | 3.3% | 2% | 2%
COc1ccc(NC(=O)c2c3c(nc4ccccc24)CCC3)cc1 | 2% | -1% | 1.4% | 22% | 3%
O=C(Cc1cccc2ccccc12)NNC(=O)Nc1cccc(Cl)c1 | -5% | -3% | 2.0% | 6% | -15%
O=C(Nc1ccc(NC(=O)c2cccnc2)cc1)c1ccccc1 | 9% | 15% | 3.9% | -3% | -10%
Cc1ccccc1N(C(=O)Cn1nnc(-c2ccc(F)cc2)n1)C(C(=O)NC(C)(C)C)c1ccncc1 (stereo not drawn) | -3% | -2% | 8.9% | -18% | 13%

Among those listed so far, these contain fluorine.
SMILES | H37Rv inhibition | Salmonella PhoP GFP | inhibitors of VEEV | H1N1 NS1A inhibition | tuberculosis growth | others
Cc1ccc(S(=O)(=O)N2CCCC2C(=O)NCc2ccccc2F)cc1 (stereo not drawn) | -10% | -8% | 0.1% | -1% | -1%
CN(CC(=O)Nc1ccccc1F)CC(=O)Nc1ccccc1Br | -3% | 6% | i | 8% | -8%
O=C(CSCc1c(F)cccc1F)Nc1ccccc1 | 1% | -5% | 0.6% | 3% | 76%
Cc1cc(S(=O)(=O)Nc2ccc3c(c2)COC3=O)ccc1F | -4% | 4% | 3.3% | 2% | 2%
Cc1ccccc1N(C(=O)Cn1nnc(-c2ccc(F)cc2)n1)C(C(=O)NC(C)(C)C)c1ccncc1 (stereo not drawn) | -3% | -2% | 8.9% | -18% | 13%

Next section
SMILES | H37Rv inhibition | Salmonella PhoP GFP | inhibitors of VEEV | H1N1 NS1A inhibition | tuberculosis growth | others
O=C(CN(Cc1ccccc1)C(=O)CCC(=O)Nc1ccccn1)NCc1ccco1 | -10% | 1% | 1.6% | 0% | -8%
COc1ccccc1CNC(=O)c1ccc(CS(=O)(=O)c2ccccc2)o1 | -3% | -8% | i | -2% | 2%
O=C(NCCOc1ccccc1)[C@@H]1CCCN1C(=O)c1cccs1 | / | / | 2.0% | -21% | /
COc1cccc(-c2ccc(C#N)c(OC(=O)c3c(Cl)cccc3Cl)n2)c1 | -3% | 13% | 0.8% | -9% | 41%
CSCCC(NC(=O)CCN1C(=O)c2ccccc2C1=O)C(=O)O (stereo not drawn) | 0% | 2% | i | -27% | 0%
CCOc1ccc(NC(=O)CC(NC(C)=O)c2ccccc2)cc1S(=O)(=O)N1CCCC1 (stereo not drawn) | -12% | / | 0.5% | -4% | 0%
CC(=O)c1cccc(NC(=O)COc2ccc(S(=O)(=O)N3CCOCC3)cc2)c1 | -20% | -3% | 4.7% | -3% | -1%
C/C(CC(=O)Nc1ccc(Cl)cc1Cl)=N\NC(=O)c1ccncc1 | ? | 4% | i | -3% | 74%
O=C(N/N=C/c1ccc(Br)cc1)c1ccccc1-n1cccc1 | ? | -4% | i | 6% | 36%
Cc1cc(C(=O)CSc2nnc(-c3ccccc3)n2-c2ccccc2)c(C)n1-c1ncn[nH]1 | 3% | -7% | 8.2% | -19% | 27%
Cc1ccccc1C(=O)OCC(=O)N(C)c1c(N)n(Cc2ccccc2)c(=O)[nH]c1=O | -2% | 0% | 0.8% | -15% | 1%
COc1cccc(N2CCN(C(=O)c3ccccc3SCC(=O)NCc3ccco3)CC2)c1 | -3% | / | 1.1% | 2% | 44%
O=C1C=C(NCc2ccc(Cl)cc2)CC(c2ccco2)C1 (stereo not drawn) | 1% | 5% | 3.9% | -1% | 34%
C/C(=N\NC(=O)CSc1nc2ccccc2c(=O)n1-c1ccccc1C)c1cccs1 | -10% | -5% | 8.4% | 0% | -21%
Nc1cc(S(=O)(=O)N2CCOCC2)ccc1Oc1ccc(F)cc1 | 2% | -5% | i | 5% | 18%
Cc1c(C#N)c2ccccc2n1CC(=O)NCc1cccnc1 | -8% | 3% | 0.2% | -3% | 11%
COCCSc1nnc(NC(=O)C2CCCO2)s1 (stereo not drawn) | -2% | -16% | 0.1% | -10% | -2%
Cc1noc(NC(=O)c2ccc(Cl)cc2)c1Cl | 2% | 1% | i | -9% | 26%
CCOc1ncccc1C(=O)Nc1ccc(S(=O)(=O)Nc2nc(C)cc(C)n2)cc1 | -8% | / | 8.1% | -4% | 11%
C/C(N)=C(/C#N)C(=O)CSc1cc(C)c2cc(C)cc(C)c2n1 | -1% | 0% | 1.2% | -6% | 15%

Compounds from the list above containing an NH in an aromatic ring, in the order listed:
SMILES | H37Rv inhibition | Salmonella PhoP GFP | inhibitors of VEEV | H1N1 NS1A inhibition | tuberculosis growth | others
CCOc1ccc(C(C(=O)NC2CCCC2)N(CCCO)C(=O)c2ccc(-c3ccccc3)[nH]2)cc1 (stereo not drawn) | 2% | -12% | 4.6% | -4% | 71%
Cc1cc(C(=O)CSc2nnc(-c3ccccc3)n2-c2ccccc2)c(C)n1-c1ncn[nH]1 | 3% | -7% | 8.2% | -19% | 27%
Cc1ccccc1C(=O)OCC(=O)N(C)c1c(N)n(Cc2ccccc2)c(=O)[nH]c1=O | -2% | 0% | 0.8% | -15% | 1%

Further records follow.
SMILES | H37Rv inhibition | Salmonella PhoP GFP | inhibitors of VEEV | H1N1 NS1A inhibition | tuberculosis growth | others
Cc1ccc(C(=O)Nc2cccc3cccnc23)cc1Br | -2% | 2% | 2.1% | / | 2%
CCOC(=O)c1c(NC(=O)CN2C(=O)c3ccccc3C2=O)sc(Cc2ccc3c(c2)OCO3)c1C | 15% | 2% | 1.6% | 5% | -5% | inhibitors of VEEV 10K pilot screen=3.4
COc1cccc(-c2ccc(C#N)c(OC(=O)c3ccc(Cl)cc3)n2)c1 | -6% | -15% | 4.1% | -11% | 16%
CCOC(=O)N1CCC(N2Cc3cccc(C(=O)Nc4ccc(N(CC)CC)cc4C)c3C2=O)CC1 | 45µM* | 5% | 7.7% | 21% | 43%
Cc1oc(-c2cccs2)nc1CN1CCN(C2CCCC2)C(CCO)C1 (stereo not drawn) | 10% | -16% | 0.1% | 9% | 3%
COc1ccc(S(=O)(=O)NC(CC(=O)NCc2ccccc2OC)c2ccco2)cc1 (stereo not drawn) | 1% | -9% | 5.9% | -1% | 11%
COc1ccc(C2=CCC3CCCCN3C2)cc1OC (stereo not drawn) | 3% | / | 8.8% | -12% | -2%
COc1cccc(CC2CC(=O)N(c3ccc4c(C)cc(=O)oc4c3)C2=O)c1 (stereo not drawn) | -1% | 2% | 0.6% | 10% | -9%
CC1CCC/C(=N\NC(=O)Nc2ccccc2)C1 (stereo not drawn) | -4% | -1% | 1.3% | -7% | 2%
CC(=O)Nc1ccc(OC(=O)c2cc3cc(Br)ccc3oc2=O)cc1 | -21% | -6% | 0.2% | -1% | 9%
CC1=Nn2c(nnc2-c2cccs2)SC1 | -1% | -20% | 2.6% | 6% | 7%
CCc1ccc(OCC(O)CN2CCCC2)cc1 (stereo not drawn) | 1% | 5% | i | -8% | 18%
CC1=CC(c2ccccc2)NC(=S)N1 (stereo not drawn) | 3% | 2% | 1.2% | 2% | 6%
CC1Cc2ccccc2N1C(=O)CSc1nnc2sc3ccccc3n12 (stereo not drawn) | -6% | -5% | 6.3% | 12% | 6%
Cc1cc(OCc2cccc(Cl)c2)c(C)cc1CN1CCOCC1 | -2% | 0% | 3.1% | 6% | -5%
COc1ccc(C(C(=O)NC2CCCCC2)N(CC2CCCO2)C(=O)CNC(=O)c2ccco2)cc1 (stereo not drawn) | 2% | -4% | 0.7% | 0% | 6%
Cc1ccc(C)c(-n2c(-c3csc(C)c3C)n[nH]c2=S)c1 | 3% | -2% | 1.6% | 8% | -12%
CCN(CC(=O)N1CCCCC1)S(=O)(=O)c1ccccc1 | -4% | -5% | 1.6% | -1% | -1%
Cc1ccc(C)c(-c2nnc(NC(=O)COc3ccccc3)o2)c1 | ? | -5% | 1.3% | -3% | 1.3µM*
CCc1nnc(NC(=O)COC(=O)c2cc(OC)cc(OC)c2)s1 | 1% | / | 2.1% | 1% | -1%
O=C1OCCN1P(=O)(c1ccccc1)c1ccccc1 | -3% | 5% | 1.6% | -3% | 8%
CC(=O)/C=C(\C)Nc1c(C)n(C)n(-c2ccccc2)c1=O | -8% | 0% | 0.4% | -1% | -2%
O=C(Oc1nsnc1N1CCOCC1)N1CCCCC1 | -2% | -4% | 4.1% | 1% | 12%
COc1ccccc1OCCCC(=O)Nc1ccc2c(c1)OCCO2 | -6% | 2% | 0.8% | 0% | 24%
Cc1ccc2[nH]c3c(=O)n(Cc4ccncc4)cnc3c2c1 | -5% | -1% | 3.3% | 3% | 1%
COc1ccccc1CCC(=O)OCC(=O)Nc1ccc2[nH]c(=O)[nH]c2c1 | -1% | 1% | 1.1% | 7% | -6%
O=C(Cc1ccc([N+](=O)[O-])cc1)N1CCN(c2ccc([N+](=O)[O-])cc2)CC1 | -17% | -5% | i | 7% | 76%
Cc1cccc(N/N=C/c2ccc(O)c(O)c2O)c1 | -2% | 31% | 0.2% | 6% | -3%
O=C(OCc1cc2ccccc2[nH]c1=O)c1cccc([N+](=O)[O-])c1 | 3% | -8% | 0.1% | 17% | 9%
Cc1ccc(S(=O)(=O)N2CCC(C(=O)NCCC3=CCCCC3)CC2)c(C)c1 | 5% | -5% | 7.7% | 2% | 24%
CCOC(=O)NC1(NCC(C)C)Oc2ccccc2O1 | -3% | 7% | 0.9% | 3% | 6%
Cc1ccc(NC(=O)C(=O)NC2CCCCC2)cc1 | 0% | 4% | 1.4% | -14% | -18%
COc1ccc([N+](=O)[O-])cc1NC(=O)CCN1CCOCC1 | -3% | -7% | 7.0% | -25% | 5%
CCc1ccc2[nH]c(=O)c(CN(Cc3nnnn3C3CCCC3)C3CCCCC3)cc2c1 | 0% | 14% | 0.1% | 4% | 49%
COc1ccc(/C=N/NC(=O)c2ccccc2)cc1CN1CCN(c2ccc(F)cc2)CC1 | -5% | -3% | 5.8% | 6% | -1%
Cc1cc(C)nc(SCc2nnc(SCC(=O)OC3CCCCC3)o2)n1 | ? | -10% | 4.4% | 11% | ?
O=C(Nc1ccc(S(=O)(=O)NCc2cccnc2)cc1)c1ccco1 | 2% | -4% | i | 9% | 2%
Cc1cnc(C(=O)N2CCCC(C(=O)c3ccc(C(F)(F)F)cc3)C2)cn1 (stereo not drawn) | -5% | -2% | 2.1% | 0% | 7%
NS(=O)(=O)c1ccc(CCN=Cc2ccccc2O)cc1 | 8% | 1% | 0.8% | -5% | 15%
Cc1ccc(S(=O)(=O)N2CCCC2)cc1C(=O)NCCOc1ccccc1 | -9% | / | 2.0% | -11% | 40%
COc1ccc(C(C(=O)NCc2ccccc2)N(Cc2cccnc2)C(=O)c2snc(C(N)=O)c2N)cc1OC (stereo not drawn) | 9% | 2% | 1.1% | -5% | 5%
